NPYLR7 agonist: agonists of mosquito NPYLR7 receptor, primary screen, cell-based, Aedes aegypti, calcium fluorescence, mosquito biting behavior; HEK293T NPYLR7/Galpha15, GCaMP6s calcium fluorescence; activation, % at 10 µM; 0.15% of 270,000 active; AID 1259423, 2018; in the data active = activation above about 40%;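 note: 0% = vehicle and 100% = reference agonist at the receptor; some compounds past the cut are filed as inactive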
mcGAS inh: cyclic GMP-AMP synthase inhibitors, mouse, primary biochemical chemiluminescence | Q8C6L5 | recombinant cGAS, Kinase-Glo ATP depletion luminescence | inhibition, % at 12.5 µM | 0.15% of 160,000 active | AID 1259399, 2018;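 note: 0% = negative control wells and 100% = reference inhibitor with no enzyme activity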
hcGAS inh: Primary biochemical luminescence assay for human cyclic GMP-AMP synthase inhibitors. Q8N884. recombinant h-cGAS, ATP depletion, Kinase-Glo luminescence. inhibition, % at 12.5 µM. 0.081% of 290,000 active. AID 1259398, 2018;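 note: 0% = vehicle reaction and 100% = reaction without DNA for no activity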
Target sequence (Q8N884 whole entry, looked up): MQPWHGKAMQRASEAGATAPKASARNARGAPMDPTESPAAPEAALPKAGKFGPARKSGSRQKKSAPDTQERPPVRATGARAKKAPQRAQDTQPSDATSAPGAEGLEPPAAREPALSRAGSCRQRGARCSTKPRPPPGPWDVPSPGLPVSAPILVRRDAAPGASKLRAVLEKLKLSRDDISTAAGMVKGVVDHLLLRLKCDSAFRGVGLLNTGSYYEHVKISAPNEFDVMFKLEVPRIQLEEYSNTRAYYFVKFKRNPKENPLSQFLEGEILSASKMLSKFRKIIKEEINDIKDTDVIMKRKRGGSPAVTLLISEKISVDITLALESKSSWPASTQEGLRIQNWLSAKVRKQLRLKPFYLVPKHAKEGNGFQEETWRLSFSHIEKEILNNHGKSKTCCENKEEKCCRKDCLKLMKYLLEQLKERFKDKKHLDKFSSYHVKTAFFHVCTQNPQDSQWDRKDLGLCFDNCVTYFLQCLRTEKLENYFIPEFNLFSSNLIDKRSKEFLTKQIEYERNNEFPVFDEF
Starred values were filed as active, the others as inactive; & = joins results of further samples. Cut-off read from the data, not from the text of the source, unless noted: active = inhibition above about 40%; inactive = the rest.

The opening 15 entries, to show the layout:
For COc1cccc(-c2cc(C(=O)N3CCC4(CC3)OCCO4)nc3cc(-c4ccccc4)nn23)c1 the results were NPYLR7 agonist 21, mcGAS inh -8 and hcGAS inh -3.
For CCC(NC(=O)c1c(C)[nH]c2c1C(=O)CCC2)c1ccnn1C (stereo not given) the results were NPYLR7 agonist -6 and hcGAS inh 1.
O=C1C(C(c2ccco2)N2CCN(CCO)CC2)Sc2ncnn21 (stereo not given) was read as NPYLR7 agonist -1, mcGAS inh -8 and hcGAS inh -5.
`N#CCCN1CC(O)CN(C(=O)c2ccc(F)cc2)CC1=O` (stereo not given) gave NPYLR7 agonist 1, mcGAS inh -8 and hcGAS inh -8.
Screening COCC1CCCN(Cc2ccc3c(c2)CN(Cc2cccn2-c2cccnc2)CCO3)C1 (stereo not given) returned NPYLR7 agonist 19, mcGAS inh -10 and hcGAS inh -6.
Screening CCOC(=O)CSc1nnc(NC(=O)c2ccccc2)s1 returned NPYLR7 agonist 0, mcGAS inh -6 and hcGAS inh 7.
C=CC[C@@H]1CC=C[C@@H](C)N1C(=O)c1nc2ccccc2c(=O)[nH]1 was read as NPYLR7 agonist 18 and hcGAS inh -3.
For COc1ccc(OC)c(CCn2c(=S)[nH]c3c(oc4ccccc43)c2=O)c1 the results were NPYLR7 agonist 5 and hcGAS inh -3.
For CC(C)c1cc(C2CCN(C(=O)COc3ccc4c(c3)OCO4)CC2)[nH]n1 the results were NPYLR7 agonist 16 and hcGAS inh -7.
For O=C(CN1C(=O)c2ccc([N+](=O)[O-])cc2C1=O)Nc1cc(Cl)ccc1C(=O)O the results were NPYLR7 agonist 11, mcGAS inh -8 and hcGAS inh -6.
Screening CCCCC(=O)N(C)c1c(CC)nc2c(OCCOC)cccn12 returned NPYLR7 agonist -15, mcGAS inh 1 and hcGAS inh 0.
Screening O=c1[nH]ncc(NCc2ccc(S(=O)(=O)N3CCCC3)cc2)c1Cl returned NPYLR7 agonist 14, mcGAS inh -15 and hcGAS inh -12.
CCc1c(C)sc(NC(=O)CCc2c(C)noc2C)c1C#N was read as NPYLR7 agonist -2 and hcGAS inh 16.
COc1ccc2c(c1)CC1=C2CCC2(C)C(=O)CCC=C12 (stereo not given) was read as NPYLR7 agonist -1, mcGAS inh -6 and hcGAS inh 2.
For Cc1csc2ncc(C(=O)NCc3ccccc3Cl)c(=O)n12 the results were NPYLR7 agonist 2, mcGAS inh -8 and hcGAS inh -8.

All compounds of this part, previewed entries included:
For COc1cccc(-c2cc(C(=O)N3CCC4(CC3)OCCO4)nc3cc(-c4ccccc4)nn23)c1 the results were NPYLR7 agonist 21, mcGAS inh -8 and hcGAS inh -3.
For CCC(NC(=O)c1c(C)[nH]c2c1C(=O)CCC2)c1ccnn1C (stereo not given) the results were NPYLR7 agonist -6 and hcGAS inh 1.
O=C1C(C(c2ccco2)N2CCN(CCO)CC2)Sc2ncnn21 (stereo not given) was read as NPYLR7 agonist -1, mcGAS inh -8 and hcGAS inh -5.
`N#CCCN1CC(O)CN(C(=O)c2ccc(F)cc2)CC1=O` (stereo not given) gave NPYLR7 agonist 1, mcGAS inh -8 and hcGAS inh -8.
Screening COCC1CCCN(Cc2ccc3c(c2)CN(Cc2cccn2-c2cccnc2)CCO3)C1 (stereo not given) returned NPYLR7 agonist 19, mcGAS inh -10 and hcGAS inh -6.
Screening CCOC(=O)CSc1nnc(NC(=O)c2ccccc2)s1 returned NPYLR7 agonist 0, mcGAS inh -6 and hcGAS inh 7.
C=CC[C@@H]1CC=C[C@@H](C)N1C(=O)c1nc2ccccc2c(=O)[nH]1 was read as NPYLR7 agonist 18 and hcGAS inh -3.
For COc1ccc(OC)c(CCn2c(=S)[nH]c3c(oc4ccccc43)c2=O)c1 the results were NPYLR7 agonist 5 and hcGAS inh -3.
For CC(C)c1cc(C2CCN(C(=O)COc3ccc4c(c3)OCO4)CC2)[nH]n1 the results were NPYLR7 agonist 16 and hcGAS inh -7.
For O=C(CN1C(=O)c2ccc([N+](=O)[O-])cc2C1=O)Nc1cc(Cl)ccc1C(=O)O the results were NPYLR7 agonist 11, mcGAS inh -8 and hcGAS inh -6.
Screening CCCCC(=O)N(C)c1c(CC)nc2c(OCCOC)cccn12 returned NPYLR7 agonist -15, mcGAS inh 1 and hcGAS inh 0.
Screening O=c1[nH]ncc(NCc2ccc(S(=O)(=O)N3CCCC3)cc2)c1Cl returned NPYLR7 agonist 14, mcGAS inh -15 and hcGAS inh -12.
CCc1c(C)sc(NC(=O)CCc2c(C)noc2C)c1C#N was read as NPYLR7 agonist -2 and hcGAS inh 16.
COc1ccc2c(c1)CC1=C2CCC2(C)C(=O)CCC=C12 (stereo not given) was read as NPYLR7 agonist -1, mcGAS inh -6 and hcGAS inh 2.
For Cc1csc2ncc(C(=O)NCc3ccccc3Cl)c(=O)n12 the results were NPYLR7 agonist 2, mcGAS inh -8 and hcGAS inh -8.
`O=C(CC(c1ccccc1)c1ccccc1)NCCn1nc(-c2ccco2)ccc1=O` gave NPYLR7 agonist -3, mcGAS inh -2 and hcGAS inh 11.
COC(=O)NC1CCN(c2ccccc2C(=O)NCCc2ccc(OC)c(OC)c2)CC1 was read as NPYLR7 agonist -4, mcGAS inh -3 and hcGAS inh -1.
`Cc1ccccc1Cn1cc(C(=O)N2CCN(C3CCCC3)CC2)nn1` gave NPYLR7 agonist 7 and hcGAS inh -5.
For Cc1cc(Cl)cc2sc(=NC(=O)C(C)(C)C)n(C)c12 the results were NPYLR7 agonist 6, mcGAS inh -5 and hcGAS inh -5.
For O=C(CCCc1ccccc1)N1C[C@H]2C[C@H](O)[C@H](O)C[C@H]2C1 the results were NPYLR7 agonist 6, mcGAS inh -11 and hcGAS inh -5.
For Cc1ccc(=O)n(CC(=O)N2CCCC(CCc3ccc(F)cc3)C2)n1 (stereo not given) the results were NPYLR7 agonist 4, mcGAS inh -11 and hcGAS inh -5.
C=CCNc1ccccc1C(=O)NCc1cc(=O)[nH]cn1 was read as NPYLR7 agonist 15 and hcGAS inh 0.
`CCCCc1nnc(NC(=O)N2CCc3ccccc3C2)s1` gave NPYLR7 agonist 0, mcGAS inh -7 and hcGAS inh -5.
CC(C)c1ccc(CC(=O)N2CCC2(C)C(=O)NCC2CC2)cc1 (stereo not given) was read as NPYLR7 agonist 9, mcGAS inh -4 and hcGAS inh -9.
Screening COCCN(Cc1ccc(OS(=O)(=O)c2cccc(C(F)(F)F)c2)cc1)C(=O)C(C)(C)CCl returned mcGAS inh -5 and hcGAS inh -9.
`CC(C)(C)CC(NC(=O)c1ccc(-n2cnnc2)cc1)c1cccnc1` (stereo not given) gave NPYLR7 agonist 0, mcGAS inh -15 and hcGAS inh -7.
`CC(C)c1cc(C2CCN(Cc3ccnn3-c3ccccc3)CC2)[nH]n1` gave NPYLR7 agonist 1, mcGAS inh 1 and hcGAS inh -1.
`CCn1cc(C2CCN(c3ncnc4nc(N)ccc34)CC2)cn1` gave NPYLR7 agonist -1 and hcGAS inh -3.
Screening CC(C)(C)c1nc2ccccc2n1CCOc1ccccc1Cl returned NPYLR7 agonist -10 and hcGAS inh -7.
`Cc1ccc2c(c1)CCN1C(=O)CN(C(=O)COc3c(F)c(F)c(F)c(F)c3F)CC21` (stereo not given) gave NPYLR7 agonist 14, mcGAS inh -5 and hcGAS inh -5.
Screening O=c1[nH]c2ccc(S(=O)(=O)N3CCN(C4CCS(=O)(=O)C4)CC3)cc2[nH]1 (stereo not given) returned NPYLR7 agonist 3 and hcGAS inh -7.
C=CCN(Cc1cccn1Cc1ccc(F)cc1)CC(O)CN1CCOCC1 (stereo not given) was read as NPYLR7 agonist -5, mcGAS inh -3 and hcGAS inh -7.
`O=C(NCCc1ccccc1)c1cc2ccsc2n1CCCc1ccccc1` gave NPYLR7 agonist 20, mcGAS inh -9 and hcGAS inh -9.
CC(=O)Nc1ccc(S(=O)(=O)Oc2cccc(CN(Cc3ccco3)C(=O)c3cccs3)c2)cc1 was read as NPYLR7 agonist 5, mcGAS inh -3 and hcGAS inh -4.
Screening C=CCN1CCN(c2cc(Oc3cccc(Cl)c3)ncn2)CC1 returned NPYLR7 agonist -5, mcGAS inh 0 and hcGAS inh 0.
For Cc1ccc(CNC(=O)c2sc3nc4n(c(=O)c3c2C)CCCCC4)cc1F the results were NPYLR7 agonist 2, mcGAS inh -6 and hcGAS inh -1.
For Cc1ccc(CNC(=O)c2cn(C)c3c(=O)n(-c4ccccc4)c(=O)[nH]c23)cc1 the results were NPYLR7 agonist 6 and hcGAS inh 1.
For Cc1cccc(CC(=O)Nc2cc(C)nn2-c2ncnc3c2cnn3-c2cccc(Cl)c2)c1 the results were NPYLR7 agonist 4, mcGAS inh -9 and hcGAS inh -5.
CC(=O)NC1C(=O)N(CCOc2ccc(C)cc2)c2ccc(C)cc21 (stereo not given) was read as NPYLR7 agonist -2 and hcGAS inh -11.
For COc1cc(OC)cc(C(=O)N2CCN(C(=O)CSc3nnc(Cc4ccccc4)n3-c3cccc(C)c3)CC2C)c1 (stereo not given) the results were NPYLR7 agonist 2, mcGAS inh -3 and hcGAS inh 3.
O=C(Cn1c(CO)cnc1SCCc1ccccc1)NC1CC1 was read as NPYLR7 agonist 7 and hcGAS inh -5.
COCCn1c(C)cc(O)c(C(c2cccnc2)N2CCCCC2)c1=O (stereo not given) was read as NPYLR7 agonist 16 and hcGAS inh -9.
`CC1CCC2C3(C)COC(C)(C)OC3CC[C@]2(C)[C@@]12CCC(CO)(CCO)O2` (stereo not given in full) gave NPYLR7 agonist 3, mcGAS inh -5 and hcGAS inh 3.
Cc1nc(C)c(-c2ccc(SCc3cccc(F)c3)nn2)s1 was read as NPYLR7 agonist 13, mcGAS inh -6 and hcGAS inh -5.
CN(C)C1CCN(C(=O)C2CCCc3ccn(CC4CC4)c32)CC1 (stereo not given) was read as NPYLR7 agonist -2 and hcGAS inh -1.
CS(=O)(=O)NCc1nnnn1C1CCCCC1 was read as NPYLR7 agonist 4, mcGAS inh -8 and hcGAS inh -9.
`O=C(CCCn1nnnc1CN1CCOCC1)N1CCc2ccccc2C1` gave NPYLR7 agonist -3, mcGAS inh -2 and hcGAS inh -8.
`CCCCC(O)C1CCN(C2CCOCC2)CC1` (stereo not given) gave mcGAS inh -6 and hcGAS inh -26.
C=CCCC(O)CN(Cc1ccccc1)Cc1ccccc1F (stereo not given) was read as NPYLR7 agonist 42, mcGAS inh -4 and hcGAS inh -1.
`CCN1CCN(C2=NS(=O)(=O)c3ccccc32)CC1` gave NPYLR7 agonist 8 and hcGAS inh -7.
For COc1cc(/C=N\N2C(=O)C3C4C=CC(CC4)C3C2=O)cc(Br)c1O (stereo not given) the results were NPYLR7 agonist -2, mcGAS inh -5 and hcGAS inh -3.
For Cn1ccnc1SCCNC(=O)c1ccc2nc(C3CC3)oc2c1 the results were NPYLR7 agonist 1 and hcGAS inh -9.
COC(=O)c1ccc(CSc2nnc(-c3ccccc3Cl)n2-c2ccccc2Cl)o1 was read as mcGAS inh -7 and hcGAS inh -3.
For CCOC(=O)[C@H]1O[C@@H]1C(=O)N[C@@H](CC(C)C)C(=O)NCCC(C)C the results were NPYLR7 agonist 4, mcGAS inh -8 and hcGAS inh -3.
`CCC1(C)NC(=O)N(NC(=O)CN(C)Cc2ccccc2C(F)(F)F)C1=O` (stereo not given) gave NPYLR7 agonist 2 and hcGAS inh -8.
CCOC(=O)c1c(NC(=O)COc2ccc(Cl)cc2)sc(C(=O)Nc2ccc(OC)cc2)c1C was read as NPYLR7 agonist -6 and hcGAS inh -8.
COc1ccc(OCc2cc(C(=O)N3CCCC(OC)C3)n[nH]2)c(Cl)c1 (stereo not given) was read as NPYLR7 agonist 12 and hcGAS inh -9.
Screening COc1cccc(CN2CCCn3cccc3C2c2cc(C)ccc2C)c1 (stereo not given) returned NPYLR7 agonist 0, mcGAS inh -5 and hcGAS inh -5.
For O=C(CC12CC3CC(CC(Br)(C3)C1)C2)Nc1cccc(CN2CCCC2=O)c1 the results were NPYLR7 agonist -4 and hcGAS inh 9.
CNC(=O)c1[nH]nc2c1C(CCSC)CC(=O)N2 (stereo not given) was read as NPYLR7 agonist 0 and hcGAS inh -7.
`COc1cccc(-c2cc(C(=O)Nc3c(C)cccc3C)c3ccccc3n2)c1` gave NPYLR7 agonist 1, mcGAS inh -6 and hcGAS inh -8.
`O=C(Nc1ccc(-c2nc3ccccc3o2)cc1)c1cc(I)ccc1Cl` gave NPYLR7 agonist -10, mcGAS inh 1 and hcGAS inh 5.
Screening CN(C)c1ccc(-c2nnc(NC(=O)C3CCCN3C(=O)c3ccc(Br)cc3)s2)cc1 (stereo not given) returned NPYLR7 agonist 11, mcGAS inh -2 and hcGAS inh 1.
Screening Cc1ccc(F)c(C(=O)NC(C)c2nnc3n2CCNCC3)c1Cl (stereo not given) returned NPYLR7 agonist 1 and hcGAS inh -12.
O=C(c1cccs1)N1CCc2ccccc2C1c1ccccc1F (stereo not given) was read as NPYLR7 agonist 3, mcGAS inh -9 and hcGAS inh -5.
O=C(c1scc2c1CCCC2)N1CCCC(Nc2ccc(F)cc2)C1 (stereo not given) was read as NPYLR7 agonist 1&3, mcGAS inh -5 and hcGAS inh 6&0.
`CCOc1ccc(C(=O)Nc2ccc(C(=O)OC)cc2)cc1[N+](=O)[O-]` gave NPYLR7 agonist -9, mcGAS inh 4 and hcGAS inh 2.
For CCN(CC)CCCC(C)NC(=O)c1ccc(-c2cc(-c3ccc(N4CCCCC4)cc3)n[nH]2)cc1 (stereo not given) the results were mcGAS inh 0 and hcGAS inh 0.
C[C@@H]1CN(C2CCN(c3ccccc3)CC2)CC[C@@]1(O)C1CC1 was read as mcGAS inh 0 and hcGAS inh 6.

Screening data deposited in PubChem BioAssay by Fisher Drug Discovery Resource Center.
